Source: PubChem BioAssay (National Center for Advancing Translational Sciences (NCATS))
Integrin act MD: activators of alpha7 integrin expression for muscular dystrophy; alpha7betagal myoblasts, beta-gal FDG fluorescence, 48 h; Potency, µM (titrated, usually from 38.3 µM), for inactives: at the top dose activation, usual class: activators; 350,000 tested, 0.064% active;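 also: potency is read from the fitted curve at half-maximal effect; 100% = response of the positive control SU9516; nearly all actives have a fitted effect of over 60% in size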
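alpha7betagal+/- myoblasts (passage 13, 250/well) treated 48 h at 37C with compounds at 1:260 dilution of DMSO stock. Lysed, then beta-galactosidase activity read as FDG fluorescence (ex 480/em 540) after 30 min, with pre-read for autofluorescence.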
Mito fusion act: mitochondrial division inhibition or fusion activation. S. cerevisiae fusion-defective mutant growth rescue, CellTiterGlo 48 h. Potency, µM (highest dose often 46.1 µM), inactives show top-dose growth rescue (activation), most hits filed as activators. 320,000 tested, 0.23% active. AID 485298;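 also: potency is read from the fitted curve at half-maximal effect; % of control where 0% means no effect; nearly all actives have a fitted effect of over 45% in size; temperature-sensitive fusion mutants such as fzo1-1 at 37 °C on non-fermentable ethanol glycerol medium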
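Luminescent cell viability in 1536-well qHTS format served as the measure of rescued growth in ts fusion-mutant S. cerevisiae cultured on non-fermentable YPEG for 48 hours at 37C.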
TSHR antagonist: human thyrotropin receptor antagonism; P16473; 330,000 tested, 0.2% active; activity change, negative = inhibition, % at 11.5 µM; AID 504810; TSHR-expressing cells, TSH-stimulated cAMP HTRF, 2 h; hits give low values;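 active = activity change below a set negative limit, meaning inhibition stronger than a set level, cut at about -70% in these data; inconclusive = activity change between two set negative limits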; also: % is scaled to controls: 0 for no effect and ±100 for the full control effect
Target sequence (P16473 whole entry, looked up): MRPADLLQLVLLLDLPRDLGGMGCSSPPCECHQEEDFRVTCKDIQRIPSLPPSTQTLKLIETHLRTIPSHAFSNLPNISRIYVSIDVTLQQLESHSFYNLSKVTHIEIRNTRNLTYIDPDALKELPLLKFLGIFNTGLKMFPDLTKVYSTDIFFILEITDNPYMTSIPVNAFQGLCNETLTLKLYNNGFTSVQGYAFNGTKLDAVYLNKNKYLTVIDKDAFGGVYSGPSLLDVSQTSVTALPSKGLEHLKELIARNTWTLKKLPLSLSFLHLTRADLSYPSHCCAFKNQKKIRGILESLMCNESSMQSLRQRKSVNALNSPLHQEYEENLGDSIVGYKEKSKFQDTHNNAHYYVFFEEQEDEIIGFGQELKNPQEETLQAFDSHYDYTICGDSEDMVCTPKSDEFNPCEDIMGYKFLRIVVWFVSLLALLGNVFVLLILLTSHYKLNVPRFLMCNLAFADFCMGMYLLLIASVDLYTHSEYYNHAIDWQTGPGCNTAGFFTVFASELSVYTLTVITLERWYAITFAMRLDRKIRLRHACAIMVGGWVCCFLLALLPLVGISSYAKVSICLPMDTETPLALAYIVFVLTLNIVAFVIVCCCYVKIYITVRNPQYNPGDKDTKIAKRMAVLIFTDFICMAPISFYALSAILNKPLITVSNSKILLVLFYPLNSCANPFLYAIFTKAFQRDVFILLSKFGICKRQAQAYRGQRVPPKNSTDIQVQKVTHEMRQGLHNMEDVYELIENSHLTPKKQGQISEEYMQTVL
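Competitive HTRF cAMP read-out (cryptate anti-cAMP antibody, cAMP-d2; 30 min, room temperature) in freshly harvested TSHR cells. Compounds added before TSH at EC80 (4nM final), followed by 2 hours' incubation at 37 deg C.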
TCR act: activates T cell receptor signaling | Potency, µM (doses to about 9.22 µM), for the others: top-dose activation of IL-2 secretion, actives largely listed as activators | AID 504894 | primary human leukocytes, anti-CD3, IL-2 HTRF, 48 h | 330,000 tested, under 10 active; also: % of control where 0% means no effect
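Activity was scored as IL-2 release from primary human leukocytes given only a TCR signal (a-CD3 beads) plus compound for 48 hr. Detection used a two-antibody HTRF format read at 665nm.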
CXXC DNA block: blocks binding of human MLL CXXC domain to DNA | Q03164 | MLL-CXXC / FITC-HOXA9 DNA fluorescence polarization | Potency, µM (doses to about 115 µM), for the others: at the highest dose activity change, negative = inhibition, most hits filed as inhibitors | 290,000 tested, 0.037% active | AID 2662; active = well fitted inhibition curve with a large enough effect in the polarisation, with a control signal flat, not every such curve was filed as active; inconclusive = small, poorly fitted or top-dose-only effect, or effect the other way, or a change in a side signal; inactive = no such curve, though single readings can be large or run the other way; the % refers to the polarisation; also: potency is read from the fitted curve at half-maximal effect
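Fluorescence polarization: 7 uM MLL-CXXC (stock) preincubated 5 min with compounds, then 50 nM fluorescein-HOX-A9 DNA (stock) added; 30 min ambient. Buffer 50 mM Tris-HCl pH 7.5, 50 mM NaCl, 1 mM DTT, 0.05% BSA.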
ASM inhibitor: inhibitors of human secretory acid sphingomyelinase; P17405; placental ASM, HMU-PC fluorogenic substrate, 60 min; Potency, µM (series often up to 57.5 µM), for inactives: top-dose activity change, negative = inhibition, usual class: inhibitors; 340,000 tested, 0.006% active; AID 504937; also: potency is read from the fitted curve at half-maximal effect
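Fluorescence read-out (Ex 386 nm, Em 447 nm) after stopping the reaction at pH 10. Enzyme: ASM from human placenta; substrate HMU-PC0, 9 uM final; 60 min, 37 °C. Compound preincubation 10 min, ambient temperature.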
AT treatment: potential ataxia-telangiectasia treatment; 320,000 tested, 0.19% active; Potency, µM (highest dose often 57.5 µM), for the others: top-dose activation, hits mostly activators; […] A-T fibroblasts, KAP-1 phosphorylation AlphaLISA; neocarzinostatin DNA damage 30 min before lysis; also: potency is read from the fitted curve at half-maximal effect; % of control where 0% means no effect; nearly all actives have a fitted effect of over 45% in size
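ATM-like activity read as KAP-1 phosphorylation via AlphaLISA donor/acceptor antibody pairs after lysis and 6 hr at 25C. Cells were ATM-null patient fibroblasts ([…], hTERT), dosed 60 min, then exposed to the DSB inducer NCS for 30 min.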
PTAP TSG101 blk: blocks PTAP/TSG101 interaction to inhibit HIV-1 budding | Fluorescence polarization, FITC-PTAP peptide / Tsg101 binding | Potency, µM (series often up to 115 µM), for the others: top-dose activity change, negative = inhibition, actives largely listed as inhibitors | 340,000 tested, under 10 active; active = well fitted inhibition curve with a large enough effect in the main read-out, with a control signal flat, not every such curve was filed as active; inconclusive = small, poorly fitted or top-dose-only effect, or effect the other way, or a change in a side signal; inactive = no such curve, though single readings can be large or run the other way; also: potency is read from the fitted curve at half-maximal effect; % of control where 0% means no effect
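Fluorescence polarization binding of Tsg101 binding domain (10 uM final) to FITC-labeled PTAP peptide (50 nM final) in HEPES pH 7.5 buffer with NaCl, Tween 20, EDTA, TCEP. Compounds added before peptide; binding 20 min at RT.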
Menin MLL FP TR: displaces Texas Red mutant MLL peptide from human menin. O00255. Menin + Texas Red MLL mutant peptide, fluorescence polarization. Potency, µM (series often up to 61.6 µM), for inactives: at the highest dose FP activity change, negative = inhibition, actives largely listed as inhibitors. 270,000 tested, 0.23% active; active = well fitted inhibition curve with a large enough effect in the polarisation, with a control signal flat, not every such curve was filed as active; inconclusive = small, poorly fitted or top-dose-only effect, or effect the other way, or a change in a side signal; inactive = no such curve, though single readings can be large or run the other way; the % refers to the polarisation; also: potency is read from the fitted curve at half-maximal effect; % of control where 0% means no effect; many of its hits are not listed in these tables
MBNL1-CUG inh: MBNL1-poly(CUG) RNA binding inhibition. Q9NR56. AID 2675. TR-FRET MBNL1-His/biotin-(CUG)12 binding, 665/545 ratio. 280,000 tested, 0.036% active. Potency, µM (series often up to 57.5 µM), without a hit: at the highest dose activity change, negative = inhibition, most hits filed as inhibitors; active = well fitted inhibition curve with a large enough effect in the signal ratio, with a control signal flat, not every such curve was filed as active; inconclusive = small, poorly fitted or top-dose-only effect, or effect the other way, or a change in a side signal; inactive = no such curve, though single readings can be large or run the other way; the % refers to the signal ratio; also: potency is read from the fitted curve at half-maximal effect; % is scaled to controls: 0 for no effect and ±100 for the full control effect
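MBNL1-His + Biotin-(CUG)12, cpd titration 92 nM–58 uM; Tb anti-His Ab 0.055 ng/ul, SA-XL665 5 nM (final); 60 min RT; ratiometric 665/545 nm, Ex 340 nm; normalized to buffer and full-complex controls.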
An asterisk follows results filed as active; ? = inconclusive; · = no result given; [ ] = another dose, or the depositor's remark. Unless noted, calls follow the shape of the dose curve; as a rule, active = well fitted curve in the direction sought with a large enough effect; inconclusive = small, poorly fitted or top-dose-only effect, or another doubt; inactive = no such curve, though single readings can be large; an effect the other way counts as inactive or inconclusive. The list is partial; count on the stated rates, not on these rows.

SMILES	Integrin act MD	Mito fusion act	TSHR antagonist	TCR act	CXXC DNA block	ASM inhibitor	AT treatment	PTAP TSG101 blk	Menin MLL FP TR	MBNL1-CUG inh
Cc1ccc(-n2nc3c(=O)n(CC(=O)c4ccc(F)cc4)nc(C)c3c2C)cc1	16%	7%	-2	-5%	10%	2%	-1%	-3%	-4%	?
CS(=O)(=O)c1ccc(Cl)c(NC(=O)COC(=O)c2cccc(S(=O)(=O)N3CCCCC3)c2)c1	14%	1%	-9	0%	4%	1%	0%	·	11%	-2%
CCN1C(=O)/C(=C2\SC(=S)N(c3c(C)n(C)n(-c4ccccc4)c3=O)C2=O)c2ccccc21	-5%	-1%	-7	0%	8%	-1%	3%	-1%	-6%	-3%
FC(F)(F)c1cccc(NC(=S)NCCN2CCOCC2)c1	-20%	-2%	3	1%[46.1 µM]	2%	5%	3%	1%	-3%	-6%
COCCn1c(SC(C)C(=O)Nc2ccc(Cl)cn2)nnc1-c1ccncc1 (stereo not drawn)	-21%	-2%	-3	-6%	-6%	3%	-11%	0%	-24%	-5%
NC(=O)COC(=O)CCCSc1nc2ccccc2s1	-12%	-1%	-9	·	6%	1%	1%	-4%	28%	-17%
Cc1cc(C)nc(SCC(=O)N/N=C/c2cccc([N+](=O)[O-])c2)n1	0%	-3%	7	-1%[46.1 µM]	11%	-1%	4%	-1%	0%	11%
O=C(Nc1ccc(C(=O)O)cc1)Nc1cccc2ccccc12	8%	-1%	4	-2%	-2%	-1%	3%	-5%	20%	20%
O=C(Cn1cnc2ccccc2c1=O)NCCC(=O)N1CCN(c2ccccc2)CC1	-13%	-1%	13	2%	-10%	5%	-6%	-5%	-5%	-3%
Cc1ccc(CC(=O)NCCS(=O)c2ccc(C)cc2)cc1 (stereo not drawn)	22%	0%	9	-7%	13%	-2%	4%	-6%	12%	-16%
CC(C)c1ccc(S(=O)(=O)N2CCC3(CC2)OCCO3)cc1	14%	7%	-20	·	-10%	4%	2%	5%	-2%	5%
CCN(CC)c1ccc(/C=N/Nc2nn[nH]n2)cc1	13%	-3%	18	1%	3%	40%[activator]	9%	0%	·	?
COc1ccc(-n2c(=O)cc(N3CC(C)OC(C)C3)[nH]c2=O)cc1 (stereo not drawn)	-6%	-5%	-1	-5%	-6%	3%	-1%	-1%	11%	-5%
CCSc1nnc(-c2ccc(Cl)cc2Cl)o1	1%	-2%	-9	2%	4%	1%	9%	-12%	0%	-8%
O=C1c2ccccc2-c2nnc(-c3ccccc3)cc21	-28%	-1%	1	3%	-2%	-4%	12%	1%	23%	?
Cc1ccc(/C=N/NC(=O)c2nnn(-c3nonc3N)c2CN(C)C2CCCCC2)cc1	23%	0%	-2	-1%	-2%	0%	1%	0%	?	-8%
Cc1c(C(=O)N2CCCC2)c(S(=O)(=O)Nc2ccccc2Cl)c(C)n1C	5%	5%	12	3%	7%	-1%	0%	0%	-6%	-2%
COC(=O)c1cc(CSc2nc3ccccc3[nH]2)oc1C	-16%	2%	-17	3%	0%	4%	-2%	-3%	1%	-3%
O=C(COc1ccc(-c2nnco2)cc1)Nc1c(F)cccc1F	18%	4%	11	1%	·	2%	-1%	-4%	·	·
CC(=O)N(Cc1cccnc1)c1cccc(-c2nc3ccccc3s2)c1	-19%	13%	6	9%	0%	-1%	13%[11.5 µM]	-4%	-21%	?
Cc1ccc(S(=O)(=O)N(CCCO)Cc2cc3c(C)ccc(C)c3[nH]c2=O)cc1	-8%	2%	-7	2%	7%	0%	-1%	-7%	-6%	0%
CSc1nc2ccccc2cc1/C=C(\C#N)c1ccccc1	-35%	2%	-8	-3%	10%	40%[activator]	5%	-1%	8%	-6%
CCOC(=O)c1[nH]cnc1C(=O)Nc1ccccc1OC	15%	8%	-3	1%	-9%	1%	-1%	0%	-24%	-6%
Cc1ccccc1N1Cc2ccccc2C1	3%	1%	2	-4%[46.1 µM]	1%	5%	23%	1%	-6%	-15%
COc1ccc(S(=O)(=O)NCC2CCC(C(=O)NCC(OC)OC)CC2)cc1 (stereo not drawn)	2%	5%	6	0%	9%	-3%	3%	1%	5%	-4%

7 entries from above, bar-delimited.
smiles | Integrin act MD | Mito fusion act | TSHR antagonist | TCR act | CXXC DNA block | ASM inhibitor | AT treatment | PTAP TSG101 blk | Menin MLL FP TR | MBNL1-CUG inh
CCN(CC)c1ccc(/C=N/Nc2nn[nH]n2)cc1 | 13% | -3% | 18 | 1% | 3% | 40%[activator] | 9% | 0% | · | ?
COc1ccc(-n2c(=O)cc(N3CC(C)OC(C)C3)[nH]c2=O)cc1 (stereo not drawn) | -6% | -5% | -1 | -5% | -6% | 3% | -1% | -1% | 11% | -5%
CCSc1nnc(-c2ccc(Cl)cc2Cl)o1 | 1% | -2% | -9 | 2% | 4% | 1% | 9% | -12% | 0% | -8%
O=C1c2ccccc2-c2nnc(-c3ccccc3)cc21 | -28% | -1% | 1 | 3% | -2% | -4% | 12% | 1% | 23% | ?
Cc1ccc(/C=N/NC(=O)c2nnn(-c3nonc3N)c2CN(C)C2CCCCC2)cc1 | 23% | 0% | -2 | -1% | -2% | 0% | 1% | 0% | ? | -8%
Cc1c(C(=O)N2CCCC2)c(S(=O)(=O)Nc2ccccc2Cl)c(C)n1C | 5% | 5% | 12 | 3% | 7% | -1% | 0% | 0% | -6% | -2%
COC(=O)c1cc(CSc2nc3ccccc3[nH]2)oc1C | -16% | 2% | -17 | 3% | 0% | 4% | -2% | -3% | 1% | -3%

Going on with the list:
SMILES	Integrin act MD	Mito fusion act	TSHR antagonist	TCR act	CXXC DNA block	ASM inhibitor	AT treatment	PTAP TSG101 blk	Menin MLL FP TR	MBNL1-CUG inh
O=C(OCc1nc2ccccc2s1)c1ccc(Br)o1	-45%	0%	-5	-2%	14%	-3%	1%	1%	-1%	-2%
Cc1ccc2ncccc2c1NC(=S)NC(=O)c1ccccc1	-29%	2%	0	-3%	6%	-3%	-1%	-2%	-28%	2%
CCOC(=O)C1(Cc2ccccc2)CCN(Cc2cn[nH]c2-c2ccccc2)CC1	-14%	-3%	-3	4%	-10%	4%	0%	-1%	?	-19%
CCOC(=O)Cc1nc(-c2ccc(Cl)cc2)n[nH]1	1%	27%	-2	-4%	-2%	0%	2%	-7%	23%	4%
CC(=O)Nc1ccc(Sc2ccccc2C(=O)O)cc1	6%	-5%	3	2%	3%	5%	5%	-15%	-1%	-6%
CC(C)(C)NC(=O)NC(=O)CN1CCN(C(c2ccccc2)c2ccccc2)CC1	-9%	1%	-5	2%	-6%	41%[activator]	-2%	-5%	?	-6%
CC(OC(=O)c1cccc(S(=O)(=O)N2CCN(C)CC2)c1)C(=O)Nc1ccc(C(N)=O)cc1 (stereo not drawn)	-2%	1%	-7	10%	·	2%	3%	-7%	·	·
CC1CCc2c(sc3nc(C4CC4)nc(N4CCN(C(=O)c5ccco5)CC4)c23)C1 (stereo not drawn)	-24%	·	·	-4%	·	-14%	·	-5%	·	·
O=C1/C(=C/c2ccc(C(=O)O)cc2)CCC/C1=C\c1ccc(C(=O)O)cc1	8%	0%	2	-3%[46.1 µM]	-12%	-2%	5%	-9%	14%	·
CC1(C)Cc2c(cnn2-c2ccc(F)cc2)C(NC(=O)C2=NNC(=O)CC2)C1 (stereo not drawn)	-16%	4%	-2	2%	?	1%	7%	-1%	-4%	-2%
COCCCn1c(SCC(=O)NC(C)(C)C)nnc1-c1cccs1	14%	-10%	5	-5%	-2%	2%	-7%	-5%	·	-9%
N#Cc1ccc2c(c1)C[C@]1(CCCCN3C(=O)c4ccccc4C3=O)Oc3cc(-c4ccccc4)oc(=O)c3[C@H]2O1	·	1%[9.22 µM]	·	·	0%[23 µM]	·	-6%[11.5 µM]	·	-1%[11.7 µM]	1%[11.5 µM]
COC(=O)c1ccc(CSc2nc3c(c(=O)n2-c2ccc(Br)cc2)SCC3)o1	21%	4%	-13	17%	14%	-5%	-1%	-1%	?	3%
Cc1ccc(OCCOC(=O)Nc2ccccc2)cc1	13%	-2%	-4	8%[46.1 µM]	5%	-1%	3%	0%	-7%	6%
Cc1ccc(N2C(=O)c3cccc(Oc4ccc(Cl)cc4)c3C2=O)c(C)c1	-4%	?	-7	-5%[46.1 µM]	1%	-4%	-5%	-2%	6%	·
